Sm TGR block – inhibitors of Schistosoma mansoni thioredoxin glutathione reductase. AID 485364. Potency, µM (doses to about 114 µM), without a hit: top-dose activity change, negative = inhibition, hits mostly inhibitors. Q962Y6. hit rate 3% among 360,000. purified TGR, DTNB reduction, TNB absorbance 405 nm; note: potency is the fitted concentration of half-maximal effect; nearly all actives have a fitted effect of over 60% in size
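Kinetic colorimetric format: TGR-catalysed, NADPH-driven DTNB reduction monitored via TNB absorbance. Enzyme dispensed at 20 nM; compound exposure 15 min at room temperature before reaction start.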
AmpC detergent – inhibitors of E. coli AmpC beta-lactamase with detergent. AmpC hydrolysis of nitrocefin, absorbance 480 nm, 0.01% Triton. Potency, µM (top dose mostly 114 µM), for inactives: at the top dose activity change, negative = inhibition, usual class: inhibitors. hit rate 0.041% among 370,000;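 note: potency is the fitted concentration of half-maximal effect; 0% = no-compound wells and -100% = no-enzyme wells; nearly all actives have a fitted effect of over 25% in size; some results filed as inactive show a strong effect at the top dose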
Target sequence (P00811 whole entry, looked up): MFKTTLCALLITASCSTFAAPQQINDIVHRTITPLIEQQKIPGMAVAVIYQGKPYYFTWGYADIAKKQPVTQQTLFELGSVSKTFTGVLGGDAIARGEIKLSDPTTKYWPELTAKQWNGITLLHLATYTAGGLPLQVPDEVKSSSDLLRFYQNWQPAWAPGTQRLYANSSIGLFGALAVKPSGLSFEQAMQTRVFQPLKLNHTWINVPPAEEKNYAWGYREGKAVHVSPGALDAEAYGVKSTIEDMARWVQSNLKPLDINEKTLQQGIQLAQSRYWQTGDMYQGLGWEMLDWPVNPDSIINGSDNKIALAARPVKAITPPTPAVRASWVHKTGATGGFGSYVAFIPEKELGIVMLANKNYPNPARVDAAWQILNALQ
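20 mM phosphate pH 7.0 + 0.01% (detergent screen) or 0.0001% Triton X-100; 5.3 nM AmpC reagent; cpd preinc 15 min RT; nitrocefin (800 uM stock) to start; A480 q20 s × 4 min; Activity was normalised to no-enzyme and no-compound control wells.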
AmpC inh no detg – blocks E. coli AmpC beta-lactamase in detergent-free assay | hit rate 0.52% among 330,000 | AmpC nitrocefin hydrolysis, absorbance 480 nm, 0.0001% Triton | Potency, µM (doses to about 57.1 µM), inactives show top-dose activity change, negative = inhibition, hits mostly inhibitors;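 note: potency is the fitted concentration of half-maximal effect; plate controls were no compound for no effect and no enzyme for full effect; nearly all actives have a fitted effect of over 20% in size; some results filed as inactive show a strong effect at the top dose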
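AmpC (5.3 nM in the dispensed reagent) in 20 mM phosphate pH 7.0 with 0.01% (detergent screen) or 0.0001% Triton X-100 was preincubated with compounds for 15 min at room temperature. Nitrocefin was then added from an 800 uM solution, and hydrolysis was followed at 480 nm.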
HCMV antiviral – human cytomegalovirus inhibition; HFF cells, HCMV-luciferase reporter, 72 h; stronger effect = lower value; activity change, negative = inhibition, % at 57.5 µM; hit rate 4.5% among 410,000; AID 1259415; in the data active = activity change below about -60%; inconclusive = no clear call, values can overlap the other calls; inactive = above about -39%
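Two-dose cell screen: HFF monolayers treated with compounds and infected with luciferase-expressing HCMV at 1 PFU/cell, 72 h at 37C, then lysed for luciferase measurement.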
HCV inh – inhibitors of hepatitis C virus infection. hit rate 3.4% among 340,000. AID 651820. Huh7.5.1 HCVcc-Cre infection, luciferase reporter, 44 h. Potency, µM (top dose mostly 41.8 µM), inactives show at the top dose activity change, negative = inhibition, hits mostly inhibitors; note: potency is the fitted concentration of half-maximal effect
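Reporter virus HCVcc-Cre (~0.5 moi) infects cells exposed to compound; seeding density 1,000 cells/well with 4 h settling beforehand. Luminescence, 15 sec read, taken 44 h post-infection following a 15 min RT substrate incubation.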
Giardia FBPA inh – Giardia lamblia aldolase inhibition. hit rate 0.71% among 290,000. purified Giardia FBPA. A8B2U2. Potency, µM (titrated, usually from 59.6 µM), for inactives: top-dose activity, negative = inhibition, most hits filed as inhibitors; note: potency is the fitted concentration of half-maximal effect; nearly all actives have a fitted effect of over 55% in size
Target sequence (A8B2U2 whole entry, looked up): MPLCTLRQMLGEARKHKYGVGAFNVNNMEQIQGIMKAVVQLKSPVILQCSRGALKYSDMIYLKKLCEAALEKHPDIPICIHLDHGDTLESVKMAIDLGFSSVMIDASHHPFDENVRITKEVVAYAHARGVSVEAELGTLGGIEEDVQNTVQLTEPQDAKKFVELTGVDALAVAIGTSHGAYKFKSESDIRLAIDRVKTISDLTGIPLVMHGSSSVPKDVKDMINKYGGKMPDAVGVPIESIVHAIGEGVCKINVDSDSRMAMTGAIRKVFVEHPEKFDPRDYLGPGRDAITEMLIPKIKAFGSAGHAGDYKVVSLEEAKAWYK
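40 nM FBPA preincubated 10 min at RT with compound (up to 57.5 uM final), then substrate plus GAPDH/TPI/NAD/arsenate coupling and diaphorase/resazurin added. Fluorescence read after 20 min at RT, 525/598 nm.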
* marks the source's active call; other numbers are inactive results; ? = inconclusive; · = no result given; [ ] = another dose, or the depositor's remark. Unless noted, calls come from the whole dose curve; as a rule, active = well fitted curve in the direction sought with a large enough effect; inconclusive = small, poorly fitted or top-dose-only effect, or another doubt; inactive = no such curve, though single readings can be large; an effect the other way counts as inactive or inconclusive. Unless noted, % is set by controls: 0 for no effect and ±100 for the full control effect. The order is random; overall some 9.9% were active at least once.

Order of results: Sm TGR block	AmpC detergent	AmpC inh no detg	HCMV antiviral	HCV inh	Giardia FBPA inh
CN1C(=O)NC(=O)/C(=C\c2ccc([N+](=O)[O-])o2)C1=O
  7.9µM*	2%	-23%	·	10%	18µM*
CC/C(=N\NC(=S)Nc1cc(C)ccc1C)c1ccc(OC(F)F)cc1
  9%	2%	-24%	-26	13µM*	20%
CC(C)C(=O)Nc1nnc(-c2ccccc2)o1
  2%	-16%	-6%	63	11%	-10%
NC(=O)c1ccsc1NC(=O)CCS(=O)(=O)c1ccc(F)cc1
  -1%	?	-16%	-63*	?	·
Cc1ccccc1C(=O)OCCN1CCOCC1
  5%	-3%	-14%	-26	29%	-9%
CN1CCN(S(=O)(=O)c2ccc(-c3ccccc3)cc2)CC1
  0%	3%	0%	1	1%	5%
COc1cc(C2Nc3ccccc3C(=O)N2c2ccc3c(c2)OCCO3)ccc1OCC(C)C (stereo not drawn)
  0%	2%	-11%	4	?	-12%
COc1cc(/C=C/C(=O)OCC(=O)c2c(N)n(C)c(=O)n(C)c2=O)ccc1OCC#N
  6%	-4%	73%[activator]	20	?	2%
Cc1cc(C)c(S(C)(=O)=O)c(NN)n1
  0%	-12%	2%	-2	12%	-26%
COc1ccc(C2C(C#N)=C(N)Oc3cc(O)ccc32)cc1OC (stereo not drawn)
  -13%	-10%	-10%	50	-19%	1%
O=C(CCc1nnc2ccc(N3CCOCC3)nn12)Nc1ccc(F)cc1F
  8%	3%	-14%	-15	19%	10%
CS(=O)(=O)Nc1cccc(-c2cn3ccccc3n2)c1
  2%[57.1 µM]	-2%	-24%	-9	1%	-22%
CCOC(=O)c1c(NC(=O)c2c(-c3ccccc3)noc2C)sc(C)c1-c1ccccc1
  -25%	-1%	-9%	-102*	7.1µM*	-3%
Cc1ccc(C(=O)NCC(=O)Nc2ccc(S(=O)(=O)Nc3cc(C)nc(C)n3)cc2)cc1
  ·	·	-15%	28	-2%	·
Cc1ccc[n+](CC(=O)c2ccc(Cl)cc2)c1
  6%	4%	-17%	10	2%	11%
O=S(=O)(N/N=C/c1ccc(N2CCOCC2)cc1)c1ccccc1
  35µM*	7%	-17%	14	-2%	-11%
S=c1[nH]nc(Cc2ccccc2)n1-c1cccc2ccccc12
  13%	-3%	-14%	20	?	2%
COc1ccc(/C=C/C(=O)NC(=S)NCC2CCCO2)cc1 (stereo not drawn)
  -4%	4%	-9%	-33	-29%	-1%
Cc1ccc(C(=O)NC(Cc2c[nH]c3ccccc23)C(=O)O)o1 (stereo not drawn)
  -9%	0%	-20%	66	17%	-4%
Cc1cccc(N2CCN(C(=O)CCS(=O)(=O)c3ccc4c(c3)NC(=O)CO4)CC2)c1C
  -1%	-7%	8%	?	?	-7%
COc1ccc(NC(=O)c2sc3nc(C)nc(N4CCOCC4)c3c2C)c(OC)c1
  3%	0%	-9%	-23	10%	-1%
CC(C)CC(C(=O)O)N1C(=O)C2C3C=CC(C2C1=O)C1C(=O)N(C(CC(C)C)C(=O)O)C(=O)C31 (stereo not drawn)
  -14%	-2%	-21%	-24	14%	·
C=C(C)CN(CC)C(=O)CCc1nnc(CCc2c[nH]c3ccccc23)o1
  -9%	4%	64%[activator]	?	-10%	1%
CCOC(=O)c1c(NC(=O)c2cc(-c3ccccc3OC)on2)sc(C)c1C
  -7%	-5%	·	3	·	·
CCC(Oc1ccc(C)cc1)C(=O)Nc1ccc2c(c1)n(C)c(=O)n2C (stereo not drawn)
  0%	?	71%[activator]	33	-13%	-6%
CC(=O)NCCc1ccc(S(=O)(=O)NC2OC(=O)c3ccccc32)cc1 (stereo not drawn)
  0%	3%	-5%	-18	10%	2%
CCC(=O)Nc1ccc(C(=O)CSc2nnc(-c3ccc(NS(C)(=O)=O)cc3)n2C)cc1OC
  4%	-12%	19%	-33	6%	6%
CC(=O)Nc1nnc(SCC(=O)NC2CC2)s1
  -1%	2%	-2%	4	-7%	14%
Cc1cccc(Cn2c(=O)c3c(nc4n3CCCN4Cc3ccccc3)n(C)c2=O)c1
  13%	1%	1%	-29	11µM*	1%
CCN(CC)c1ccc(-n2nc3cc(C)c(NC(=O)c4ccccc4C)cc3n2)c(C)c1
  4%	0%	·	-14	·	·
O=C(Nc1ccc2c(c1)OCCO2)c1cccc(Br)c1
  -16%	-10%	-37%	150	-19%	-2%
Cc1ccc(NC(=S)NNC(=O)c2c([N+](=O)[O-])c(C)nn2C)cc1
  4%	-7%	-25%	45	-1%	16%
COc1ccccc1CNC(=O)c1cc2cc(C)ccc2n1C
  12%	17%	·	?	·	·
CC(=O)N1CCN(c2ccc(NC(=O)c3ccc([N+](=O)[O-])cc3)cc2)CC1
  -4%	-12%	-10%	7	-3%	5%
CCN(CCCNC(=O)CCc1nc(-c2ccc(C)cc2)no1)c1cccc(C)c1
  8%	-17%	105%[activator]	21	?	-11%
Nc1c(C(=O)Nc2nc3ccccc3s2)sc2nc(-c3cccs3)ccc12
  11%	?	-51%	·	?	-12%[12.9 µM]
O=C1CC(=O)N(c2ccccc2)N1c1ccccc1
  -22%	-11%	-50%	17	0%	5%
Cc1c(CBr)[n+](=O)c2c(n1[O-])C(Br)CCC2Br (stereo not drawn)
  4µM*	-6%	-11%	80	-6%	?
COc1cc(/C=C2\SC(=O)NC2=O)ccc1OCc1ccc(Cl)nc1
  12%	1%	-13%	-36	-17%	1%
Cc1cc(C(=O)Nc2ccc(S(=O)(=O)N3CCCC3)cc2)cs1
  -1%	-3%	-37%	-25	-20%	-13%
COc1ccc(CCNC(=O)CN2CCC(C)CC2)cc1OC
  -19%	-3%	-4%	36	17%	7%
Cc1ccnc(SCC(=O)N2CCc3ccccc32)n1
  8%	-4%	-4%	11	18%	·
O=C1NN(c2ccccc2)C(=O)/C1=C\c1ccc(-c2cc([N+](=O)[O-])ccc2O)o1
  -18%	2%	-31%	-3	8%	-26%
Cc1ccc(C)c(CN2C(=O)C3(OCCCO3)c3ccccc32)c1
  13%	?	30%	-8	2%	2%
O=C(COC(=O)c1cccc(Cl)c1)NCCN1C(=O)CSC1=O
  5%	-6%	-22%	43	17%	2%
COCCCNC(=O)C1CCC(Cn2c(=O)c3sccc3n(C)c2=O)CC1 (stereo not drawn)
  1%	15%	·	9	·	·
CCN(CC)c1ccc(/C=N/NC(=O)c2ccc(Br)o2)cc1
  0%	?	-27%	-27	?	-1%
O=C(O)c1ccc2c(=O)n3c(nc2c1)/C(=C/c1cccc(Cl)c1Cl)CCCC3
  -5%	-7%	-14%	59	38%[activator]	13%
S=c1nc[nH]c2c1cnn2-c1ccccc1
  -12%	-4%	-20%	-13	6%	-11%
COc1cccc(-c2ccc(SCC(=O)N3CCc4ccccc43)nn2)c1
  -12%	?	-15%	·	8%	1%
CCc1nc(SCC(=O)Nc2cc(C)on2)c2c(C)c(C)sc2n1
  -3%	?	-19%	10	-14%	2%
Cc1ccccc1CC1(CO)CCCN(C(=O)c2ccc3ncccc3c2)C1 (stereo not drawn)
  2%	3%	70%[activator]	?	6%	3%
O=C(COc1ccc(S(=O)(=O)N2CCOCC2)cc1Cl)NCc1ccccn1
  5%	2%	35%	-23	4%	18%
O=C(CSc1nc(=O)n(CCN2CCOCC2)c2c1CCC2)Nc1ccc(F)cc1F
  -1%	5%	·	32	·	·
O=C(Cn1c(NCCO)nc2ccccc21)NCC1CCCO1 (stereo not drawn)
  1%	-1%	-7%	16	19%	2%
CC(=O)OCCNC(=O)Cn1cnc2c1c(=O)n(C)c(=O)n2C
  0%	?	-15%	-25	1%	-3%
O=C(O)CCc1nc2cc3ccccc3cc2[nH]1
  8%	3%	-7%	-8	-6%	-7%
CC(C)COC(=O)c1ccccc1C(=O)OCC(C)C
  -6%	-4%	2%	0	-16%	8%
COc1cnc(-c2ccccc2)nc1Oc1cccc(C)c1
  7%	1%	125%[activator]	32	-27%	-2%
CCOc1cc(S(=O)(=O)N2CCN(CC)CC2)ccc1Cl
  -16%	?	11%	6	7%	-8%

New compounds follow:
Order of results: Sm TGR block	AmpC detergent	AmpC inh no detg	HCMV antiviral	HCV inh	Giardia FBPA inh
COc1ccc(NS(=O)(=O)c2ccc(NS(=O)(=O)c3cccs3)cc2)cc1
  -19%	5%	-32%	-9	4%	-13%
c1ccc(CN2C3=NCCCN3c3ccccc32)cc1
  -11%	-1%	-4%	-15	?	-27%
O=C(Nc1nnc(C2CCCCC2)s1)c1cccs1
  2%	3%	-12%	28	-8%	3%
CCCOC(=O)CSc1nnc(-c2cc(OC)c(OC)c(OC)c2)o1
  3%	?	13%	-7	16%	-1%
NS(=O)(=O)c1ccc(CNS(=O)(=O)c2ccc(Cl)nc2)cc1
  5%	-9%	-15%	61	4%	0%
O=C(NCCc1c[nH]c2ccccc12)C(=O)NCC1OCCCN1S(=O)(=O)c1ccccc1 (stereo not drawn)
  0%	-6%	?	?	?	-2%
CCCC(=O)Nc1ccc(C(=O)NCC2CCCO2)cc1 (stereo not drawn)
  -22%	0%	-8%	13	-2%	1%
CCOC(=O)N1CCN(C(=O)c2cc(COc3ccc(Cl)cc3OC)on2)CC1
  -10%	-3%	151%[activator]	-23	-22%	·
COc1ccc(CCNC(=O)C2CCN(C(=O)c3cccc(Cl)c3)CC2)cc1OC
  -8%	-13%	31%	-17	-17%	14%
CC(=O)NCCn1c(SCC(=O)NCCC(C)C)nc2ccccc2c1=O
  12%	-3%	-2%	-15	2%	5%
COc1cccc(NC(=S)NCCc2ccccn2)c1
  -9%	-2%	-24%	17	-4%	-18%
CCC1(C)CC2(CCCN(CCC(=O)c3ccccc3)C2)CCO1 (stereo not drawn)
  0%	4%	-1%	?	-6%	9%
CN(Cc1ccccc1)S(=O)(=O)c1ccc(F)c(C(=O)Nc2ccccc2C(F)(F)F)c1
  -1%	2%	·	-10	·	·
CCN(c1ccccc1)S(=O)(=O)c1ccc(N2CCN(c3ccc(O)cc3)CC2)nc1
  ·	·	-46%	?	?	·

Screening results deposited in PubChem BioAssay by National Center for Advancing Translational Sciences (NCATS).
